Screens (PubChem)
DDE Tn6 FP inh: inhibitors of Tn6 peptide binding to human fibrin DD(E); 370,000 compounds, 0.21% hits; inhibition, % at 8.3 µM; AID 720509; Fibrin DD(E) TRITC-Tn6 fluorescence polarization displacement; P02675;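 active = inhibition above a per-campaign cutoff: mean of compounds within control limits plus 3 SD, cut at about 15% in these data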;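 also: 0% = median of all compound wells on the plate and 100% = blocking peptide control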
Rev-erbA mod: Rev-erb alpha (human) modulation; activity, % at 10 µM; 370,000 compounds, 0.79% hits; AID 1259318; Rev-erbα–FITC-DNA binding, fluorescence polarization, 90 min;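 active = activity above about 14%, limit read from the data; passing the limit was not always enough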;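 also: 0% = DMSO wells with 35 nM protein and 100% = DMSO wells with 750 nM protein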
HGIII-sPLA2 inh: Inhibits HGIII-sPLA2 liposome hydrolysis, primary screen; 370,000 compounds, 0.56% hits; AID 743126; inhibition, % at 12.2 µM; QFRET BODIPY PC-A2 liposome hydrolysis, fluorescence;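 active = inhibition above mean plus 3 SD of compounds lying within the high and low control bounds, cut at about 19% in these data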;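 also: 0% = median of test compound wells and 100% = no enzyme DMSO wells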
proKLK7 act: activates the human kallikrein-7 zymogen; 370,000 compounds, 0.9% hits; activation, % at 7 µM; AID 652039; purified proKLK7, EDANS-DABCYL substrate fluorescence; 100% is mature enzyme control, 0% vehicle; P49862;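 active = activation above the mean of all tested compounds plus 3 SD, computed per campaign excluding outliers beyond control limits, cut at about 13% in these data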
Target sequence (P49862 whole entry, looked up): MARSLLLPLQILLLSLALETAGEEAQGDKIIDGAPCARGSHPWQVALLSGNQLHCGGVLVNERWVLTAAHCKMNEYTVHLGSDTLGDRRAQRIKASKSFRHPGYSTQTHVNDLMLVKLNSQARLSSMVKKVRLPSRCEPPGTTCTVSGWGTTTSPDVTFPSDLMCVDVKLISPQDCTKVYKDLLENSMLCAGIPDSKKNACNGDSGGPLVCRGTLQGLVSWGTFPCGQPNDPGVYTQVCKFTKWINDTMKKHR
ARFGAP1 inh: inhibits rat ARF GTPase activating protein 1; AID 651572; inhibition, % at 16.5 µM; 360,000 compounds, 0.26% hits; Arfgap1-stimulated ARF1 GTP hydrolysis, GDP FP detection;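 active = inhibition above a per-plate limit, mean inhibition of low control wells plus 3 SD, cut at about 25% in these data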;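 also: 0% = DMSO wells with enzyme and 100% = wells lacking Arfgap1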
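Assay system: purified rat His6-Arfgap1 residues 1-136 (GAP domain); Reagent: human Δ17 ARF1 bound to GTP; Dosing: 16.5 µM single point, 1.26% DMSO; Times: GTP hydrolysis reaction 2 h at 25 °C; Signal: FP, GDP Alexa 633 tracer displaced from anti-GDP antibody, 620/688 nm; Measure: % inhibition from polarization.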
PLC-gamma1 inh: inhibitors of human phospholipase C gamma1; P19174; purified PLC-gamma1, fluorogenic substrate, fluorescence; inhibition, % at 12.2 µM; 370,000 compounds, 0.84% hits; AID 720700; in the data active = inhibition above about 9.5%
PLCb3 inh: PLC-beta3 (human) inhibition, primary screen; 370,000 compounds, 0.18% hits; inhibition, % at 12.2 µM; AID 720704; Q01970; Purified PLC-beta3, fluorogenic substrate, fluorescence; in the data active = inhibition above about 11%;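 also: 0% = median of compound wells on plate and 100% = full blocker control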
UHRF1 binding: blocks human UHRF1 binding to methylated DNA; AID 687016; inhibition, % at 4.4 µM; 370,000 compounds, 0.75% hits; UHRF1 binding to methylated oligo, TR-FRET; Q96T88; in the data active = inhibition above about 21%;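 also: UHRF1 SRA domain binding a hemimethylated CpG hairpin DNA probe; 0% = median of test compound wells and 100% = reference inhibitor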
Target sequence (Q96T88 whole entry, looked up, the tested form may be a part): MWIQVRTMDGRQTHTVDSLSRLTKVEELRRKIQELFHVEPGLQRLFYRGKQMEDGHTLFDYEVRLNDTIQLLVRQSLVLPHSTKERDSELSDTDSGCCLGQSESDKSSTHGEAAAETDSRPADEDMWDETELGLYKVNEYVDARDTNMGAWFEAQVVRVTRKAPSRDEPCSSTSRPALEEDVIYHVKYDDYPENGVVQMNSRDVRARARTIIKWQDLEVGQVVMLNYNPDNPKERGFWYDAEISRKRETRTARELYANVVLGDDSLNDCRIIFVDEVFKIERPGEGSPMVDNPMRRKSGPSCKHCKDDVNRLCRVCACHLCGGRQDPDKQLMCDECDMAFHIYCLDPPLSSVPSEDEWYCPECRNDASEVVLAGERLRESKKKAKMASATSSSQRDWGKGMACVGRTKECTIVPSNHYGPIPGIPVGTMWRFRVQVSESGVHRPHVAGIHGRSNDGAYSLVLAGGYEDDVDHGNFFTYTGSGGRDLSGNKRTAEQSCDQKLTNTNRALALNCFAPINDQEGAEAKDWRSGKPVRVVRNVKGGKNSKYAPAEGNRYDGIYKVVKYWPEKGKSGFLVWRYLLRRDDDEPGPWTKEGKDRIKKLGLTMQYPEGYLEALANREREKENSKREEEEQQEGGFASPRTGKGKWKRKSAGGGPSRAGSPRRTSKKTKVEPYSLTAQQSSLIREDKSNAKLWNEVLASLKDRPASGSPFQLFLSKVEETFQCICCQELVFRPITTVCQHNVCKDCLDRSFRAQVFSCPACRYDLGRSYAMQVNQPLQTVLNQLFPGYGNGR
Tn7 DDE FP: disrupts Tn7 cyclic peptide binding to fibrin D-Dimer-E complex; FP displacement of FITC-Tn7 peptide from fibrin DD(E); 0% = median of compound wells per plate; inhibition, % at 8.3 µM; 370,000 compounds, 0.13% hits; AID 720508;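 active = inhibition above the mean of compounds falling within the control limits plus 3 SD of them, cut at about 14% in these data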;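 also: 0% = plate median of compound wells and 100% = 10 µM Aha-Tn7 peptide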
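System: human fibrin DD(E); quantity: Fibrin-DD(E) at 2 µM final; also added: fluorescent Tn7 probe at 0.1 µM; compound dosing: single nominal test concentration of 8.3 µM per compound; schedule: 10 min preincubation, 3 h with tracer, room temperature; detection: fluorescence polarization of the labelled Tn7 tracer; repeats: one replicate per compound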
ASAP1 inh: blocks human ASAP1-stimulated Arf1 GTP hydrolysis. Q9ULH1. GDP FP detection. inhibition, % at 16.5 µM. 360,000 compounds, 0.19% hits; in the data active = inhibition above about 25%;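 also: 0% = vehicle with enzyme and substrate and 100% = no enzyme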
* marks the source's active call; other numbers are inactive results; / = not tested or not shown.

SMILES	DDE Tn6 FP inh	Rev-erbA mod	HGIII-sPLA2 inh	proKLK7 act	ARFGAP1 inh	PLC-gamma1 inh	PLCb3 inh	UHRF1 binding	Tn7 DDE FP	ASAP1 inh
COC(=O)C1CN(Cc2cn(Cc3ccc(OC)cc3)nn2)CCS(=O)(=O)N1Cc1ccc(Cl)cc1 (stereo not given)	4	-4	0	0.4	/	0	0	0	0	/
O=C(Nc1ccccc1F)c1ccc2ncsc2c1	-4	-1	2	0.2	5	0	-4	1	-1	-2
COc1cc(CN2CCN(C3CCC3)CC2CCO)cc(OC)c1 (stereo not given)	7	5	2	0.7	-13	0	-3	1	-1	5
CC(=O)c1cccc(NC(=O)c2ccccc2N(Cc2ccccc2)S(C)(=O)=O)c1	-3	1	-1	-0.1	3	0	-7	3	5	13
COC(=O)N1N=C(c2ccc(Br)cc2)CC1(O)C(F)(F)F (stereo not given)	-1	0	-13	0.1	9	-1	1	0	-2	4
COc1ccc(C(=O)NCC(c2cccnc2)N2CCN(c3ccccc3OC)CC2)cc1OC (stereo not given)	-1	-1	8	-0.2	-12	-1	-4	0	3	-1
O=C(CC12CC3CC(CC(C3)C1)C2)NCCN1CCOCC1	-3	-4	2	0.1	9	3	4	0	-9	6
CCOC(=O)C1=C(N)N2C(=O)C(C)SC2=C(C(=O)OC)C1c1cccc(OC)c1 (stereo not given)	1	0	-13	-0.4	-3	-1	-1	-1	-3	10
CCn1cc(C(=O)O)c(=O)c2cc(F)c(N3CCN(C(=S)NC(=O)c4ccccc4Br)CC3)cc21	7	4	2	0.6	8	-2	-14	0	-8	9
COc1ccc(CSc2ncnc3sccc23)cc1F	5	1	0	0.3	-1	0	-8	-1	3	-7
CC(NC(=O)c1cccc(S(=O)(=O)N(C)c2ccccc2)c1)c1cccnc1 (stereo not given)	-3	1	4	0.0	-2	-2	-6	10	2	-3
CC(C)C(NS(=O)(=O)c1cc(C(=O)O)ccc1Cl)C(=O)O (stereo not given)	-5	-3	5	-0.1	2	0	-5	2	-3	-2
Cc1ccc(S(=O)(=O)c2c(N)n(/N=C/c3ccco3)c3nc4ccccc4nc23)cc1	-1	10	-4	1.1	-15	-62	-75	5	7	-2
CC1CCCN(c2ccc(C(=O)Nc3cccnc3)cc2[N+](=O)[O-])C1 (stereo not given)	-1	1	-12	0.1	-3	-1	1	-4	9	3
COc1ccc(NCc2nc3ccccc3n2CCOc2ccc(C)cc2)cc1	8	-8	11	0.2	2	4	7	-3	-5	-1
Cc1ccc(Cl)cc1NC(=O)CN1CCN(S(=O)(=O)N2CCC(C)CC2)CC1	4	1	-9	-0.4	-9	-2	-7	1	2	-6
CCN1CCN(c2ccc(S(=O)(=O)N3CCCCC3)cc2NC(=O)CCNC(C)=O)CC1	5	2	2	-0.5	-11	0	-6	0	0	11
CC1CCC2C(=O)N(c3cccc(C(=O)Nc4ccc(F)cc4)c3)C(=O)C2C1 (stereo not given)	1	-1	-20	0.1	13	-2	-5	-4	0	9
O=C(CCc1ccccc1)Oc1ccccc1[N+](=O)[O-]	-3	2	4	0.2	-10	13*	9	2	7	8
Cc1ccc(N2C(=O)C3C=NNC3C2=O)cc1 (stereo not given)	6	7	-5	0.1	-1	1	0	0	-3	0
CCOc1cc(N2CCOCC2)c(OCC)cc1NC(=O)CN1CCN(Cc2ccc3c(c2)OCO3)CC1	0	-1	-2	0.1	7	1	-5	-1	-9	4
COc1ccc(C(=O)C(=O)N2CCC(Cc3ccccc3)CC2)cc1OC	-1	1	10	0.5	-10	1	-3	1	0	3
Cc1cc(N2C(=O)CCC2=O)n(-c2ccccc2)n1	-3	0	1	0.2	2	-1	1	4	3	0
CC(=O)OCCN(C)c1cc(SC(C)C)c2nonc2c1[N+](=O)[O-]	-3	-4	4	-0.3	-6	-1	-3	-9	0	2
Cc1cc(CNC(=O)COC(=O)C2CC3CCCC(C2)C3=O)cc(C)c1O (stereo not given)	4	10	-1	-0.2	-11	-3	-2	-1	-2	-13
CCN(Cc1ccccc1)C(=O)COC(=O)c1cc(=O)[nH]c2ccccc12	-6	-4	-2	-9.8	-1	-93	-114	1	-7	0
Cc1cccc(N2CCN(C(=O)C3CCCN(S(=O)(=O)c4cnc[nH]4)C3)CC2C)c1 (stereo not given)	2	2	-28	-0.3	6	-3	-1	0	-6	0
CCSc1nc(O)cc(=O)n1CC	-5	5	1	0.2	8	-2	-9	0	-3	13
Cc1ccc(NC(=O)c2cc(S(=O)(=O)N3CCOCC3)cn2C)cc1Cl	3	0	-4	1.0	-1	2	2	-3	-2	9
COc1cccc(-c2ccc3nccn3c2)c1	5	7	4	-0.5	-2	-11	-16	-1	-7	-12
COc1ccc(CNS(=O)(=O)c2ccc(-c3ccc(=O)[nH]n3)s2)cc1OC	-2	-8	2	0.5	10	5	-8	-1	-6	12
CC(=O)NCN1CCN(CNC(C)=O)CC1	-5	-2	0	-0.1	0	2	0	-1	-8	7
CC12CCC(C(=O)NCc3ccco3)(OC1=O)C2(C)C (stereo not given)	8	0	-1	0.3	-3	1	2	-1	-1	-16
Fc1ccc(CNC(=S)NCc2cccc(Cl)c2)cc1	-2	3	-9	-0.1	-1	9	-3	30*	2	-4
CC1C=CC=CCCC=CC=CC=CC=CC(OC2O[C@H](C)[C@@H](O)[C@H](N)[C@@H]2O)CC(O)C(C(=O)O)C(O)CC(=O)CC(O)C(O)CCC(O)CC(O)CC(O)CC(=O)OC(C)C(C)C1O (stereo not given in full)	-1	-1	-11	0.3	/	-26	-32	4	-4	/
Cc1ccc2nc(CN(C)C(=O)[C@@H](Cc3ccccc3)NC(=O)[C@H]3O[C@@H](n4ccc(=O)[nH]c4=O)[C@H](O)[C@@H]3O)[nH]c2c1	-2	-1	7	0.1	-3	1	-2	1	-1	-17
Cc1cccc(N2CCN(CC(=O)Nc3nccs3)CC2)c1C	-6	-2	1	0.1	17	-3	-1	4	-1	10
C[C@H](CO)N1C[C@H](C)[C@H](CN(C)C(=O)NC2CCCCC2)Oc2cc(-c3cccnc3)ccc2S1(=O)=O	-1	-2	5	-0.2	10	-1	-2	0	-1	-3
CC1(C(=O)NS(=O)(=O)c2ccc(Cl)s2)CCN1C(=O)c1ccc(C2CCCCC2)cc1 (stereo not given)	4	-12	-31	0.4	-8	-5	-4	0	1	-11
CC(=O)Nc1ccc(S(=O)(=O)N2CCC(C(=O)c3ccc(F)cc3)CC2)cc1	-1	1	-10	1.0	7	-1	-8	-1	1	0

Record cards, from the list above:
Entry for CCSc1nc(O)cc(=O)n1CC = DDE Tn6 FP inh: -5; Rev-erbA mod: 5; HGIII-sPLA2 inh: 1; proKLK7 act: 0.2; ARFGAP1 inh: 8; PLC-gamma1 inh: -2; PLCb3 inh: -9; UHRF1 binding: 0; Tn7 DDE FP: -3; ASAP1 inh: 13
Entry for CCOc1cc(N2CCOCC2)c(OCC)cc1NC(=O)CN1CCN(Cc2ccc3c(c2)OCO3)CC1 = DDE Tn6 FP inh: 0; Rev-erbA mod: -1; HGIII-sPLA2 inh: -2; proKLK7 act: 0.1; ARFGAP1 inh: 7; PLC-gamma1 inh: 1; PLCb3 inh: -5; UHRF1 binding: -1; Tn7 DDE FP: -9; ASAP1 inh: 4
Entry for COc1ccc(CNS(=O)(=O)c2ccc(-c3ccc(=O)[nH]n3)s2)cc1OC = DDE Tn6 FP inh: -2; Rev-erbA mod: -8; HGIII-sPLA2 inh: 2; proKLK7 act: 0.5; ARFGAP1 inh: 10; PLC-gamma1 inh: 5; PLCb3 inh: -8; UHRF1 binding: -1; Tn7 DDE FP: -6; ASAP1 inh: 12

Later entries.
SMILES	DDE Tn6 FP inh	Rev-erbA mod	HGIII-sPLA2 inh	proKLK7 act	ARFGAP1 inh	PLC-gamma1 inh	PLCb3 inh	UHRF1 binding	Tn7 DDE FP	ASAP1 inh
Cc1ccc(NC(=O)Cn2c(O)c(N=NS(=O)(=O)c3ccc(C)cc3)c3ccccc32)cc1	-9	-3	-19	0.4	4	-1	0	-2	0	8
COc1ccccc1NC(C)C(=O)N/N=C/c1ccccc1OCc1cccc(Br)c1 (stereo not given)	0	0	-2	-0.7	-4	-1	-5	1	-1	0
CCCCNS(=O)(=O)c1ccc(NC(=O)C2c3ccccc3Oc3ccccc32)cc1	1	-4	-7	-0.1	3	2	-80	0	10	-19
N#Cc1cc(-c2ccc(Cl)cc2)cnc1Sc1ccc(F)cc1	-2	20	4	0.7	-1	0	2	-4	4	7
Cc1ccc(C)c(S(=O)(=O)N2CCN(c3ncccn3)CC2)c1	7	0	1	0.7	-5	-2	4	3	-2	-16
COc1ccccc1N(C)S(=O)(=O)c1ccc(Cl)c(C(=O)N2CCC(C(N)=O)CC2)c1	5	3	0	0.0	-10	-2	3	1	-3	3
O=C(NCc1ccc2c(c1)OCO2)C1CCN(S(=O)(=O)c2cccc3nsnc23)CC1	-1	13	8	-0.5	0	-1	-2	1	2	-9
O=c1o[nH]c(-c2ccccc2)c1N=Nc1c(F)cccc1Cl	3	-5	-11	-0.6	-1	1	-5	-1	2	-1
CC(OC(=O)Cc1c[nH]c2ccccc12)C(=O)Nc1ccccc1[N+](=O)[O-] (stereo not given)	8	-4	-71	-0.2	4	-1	-12	-1	8	-8
CCN(CC(=O)Nc1ccc2c(c1)OCCO2)C(=O)CCOc1ccccc1	1	1	0	-0.1	0	-1	-3	-1	-7	-8
Cc1nc(CS(=O)(=O)c2ccccc2)cc(Sc2ccc(Cl)cc2)n1	-4	4	-12	0.0	4	2	1	-1	2	-4
COc1ccc(C2CC(C)=C(C#N)S(=O)(=O)C2C#N)cc1 (stereo not given)	-3	-4	-22	0.1	-1	-15	-25	0	2	7
Cc1noc(C)c1COc1ccc(CC(=O)NC2CCCCCC2)cc1	-5	1	-1	-0.1	4	-2	-2	-1	-3	4
Cc1ccc(OCC(=O)NNC(=O)C2CC(=O)N(c3ccc4c(c3)OCCO4)C2)cc1 (stereo not given)	-4	-4	-8	0.4	6	-1	-3	0	-4	-8
CC(=O)c1ccc(NC(=O)C2CCN(S(=O)(=O)c3cccnc3)CC2)cc1	0	-3	0	-0.5	1	5	-1	-1	-4	0
COc1ccc(C)cc1NC(=S)N1CCOCC1	0	-3	5	0.9	3	1	-1	0	0	2
COc1ccc(C(=O)NC(=S)N2CCCCC2)cc1[N+](=O)[O-]	-7	-1	2	-0.2	-9	-1	5	-2	4	-9
COC(=O)Cn1nc(-c2cccc(OC)c2)c2ccccc21	-6	-1	-4	/	/	4	-1	1	-3	/
O=S(=O)(CCN1CCOCC1)c1ccc(Oc2ccc(S(=O)(=O)CCN3CCOCC3)cc2)cc1	-2	-7	12	-0.3	-8	0	-6	3	-2	8
CCc1ccc2nc(SCC(=O)Nc3ccccc3N3CCOCC3)c(C#N)cc2c1	-6	8	-1	-0.7	-5	-1	-3	1	-8	-5
Cc1ccc(S(=O)(=O)N2CCC(C(=O)NCCc3ccccn3)CC2)cc1	-6	0	2	0.1	-7	1	-4	-1	5	4
